Screening results as filed in PubChem BioAssay.
ROMK primary: modulates human ROMK potassium channel activity | AID 1918 | 130,000 compounds, 2% hits | B-score at 10 µM | Tet-inducible ROMK, thallium flux fluorescence; actives lie on both sides;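 active = signal ratio slope over the read window, or its plate-corrected B-score, at least 3 SD from the plate mean, either direction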;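 also: B-score of the F/F0 ratio slope over 7 to 12 s after thallium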
Target sequence (P48048 whole entry, looked up): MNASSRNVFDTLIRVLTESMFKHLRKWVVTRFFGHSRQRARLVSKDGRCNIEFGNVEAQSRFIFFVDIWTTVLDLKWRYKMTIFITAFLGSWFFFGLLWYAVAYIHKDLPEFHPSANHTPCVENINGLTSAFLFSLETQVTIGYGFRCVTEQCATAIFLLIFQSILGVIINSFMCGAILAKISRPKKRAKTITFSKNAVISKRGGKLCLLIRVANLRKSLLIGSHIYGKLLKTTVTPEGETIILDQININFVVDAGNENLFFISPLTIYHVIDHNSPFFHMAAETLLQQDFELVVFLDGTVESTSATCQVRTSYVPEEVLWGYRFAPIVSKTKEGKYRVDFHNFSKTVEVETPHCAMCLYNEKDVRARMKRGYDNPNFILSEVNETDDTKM
PPARg SRC3 recr: PPARgamma-driven SRC-3 recruitment agonism | biochemical PPARgamma/SRC-3 coactivator recruitment assay | activation, % at 8 µM | 200,000 compounds, 0.26% hits | AID 731; in the data active = activation above about 23%;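 also: 0% = DMSO and 100% = reference agonist; some compounds past the cut are filed as inactive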
PPARg SRC-2 ag: agonists of SRC-2 recruitment by human PPARgamma | PPARgamma LBD-SRC-2 recruitment, biochemical | P37231 | 200,000 compounds, 0.34% hits | activation, % at 8 µM; in the data active = activation above about 22%;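 also: 0% = vehicle and 100% = reference agonist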
PMI act satM6P: increases human PMI activity with near-saturating mannose 6-phosphate. P34949. coupled PMI enzyme assay, resazurin fluorescence, 20 min; active compounds read high; 1 = untreated enzyme, 0 = substrate-free blank. activation factor at 20 µM. 190,000 compounds, 0.34% hits;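 active = activation factor of 2 or more at 20 µM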
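Material: human phosphomannose isomerase with PGI, G6PDH, diaphorase coupling enzymes; amount: PMI at 15 ng/mL final; also added: Mannose-6-phosphate 1.0 mM (near-saturating) plus 0.22 mM NADP+; incubation: enzyme reaction with compound 20 min at room temperature; signal: resorufin fluorescence (Ex 544/Em 590 nm) from resazurin via diaphorase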
G6PDH CS: inhibits Leuconostoc G6PDH, flagging false hits in G6PDH-based assays; Purified L. mesenteroides G6PDH, diaphorase/resazurin coupled fluorescence, 45 min; inhibition, % at 5 µM; 200,000 compounds, 0.12% hits; AID 1020; in the data active = inhibition above about 50%
PPARg SRC-1 ag: promotes SRC-1 coactivator recruitment by human PPARgamma | P37231 | AID 631 | PPARgamma-SRC-1 coactivator recruitment biochemical assay | 200,000 compounds, 0.41% hits | activation, % at 8 µM; in the data active = activation above about 19%;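 also: 0% = DMSO and 100% = reference agonist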
Diaphorase inh: inhibits diaphorase or chemically oxidizes, flagging diaphorase assay artifacts; diaphorase resazurin-to-resorufin fluorescence, NADH, 16 min; bacterial (C. kluyveri) enzyme, not human; inhibition, % at 20 µM; 190,000 compounds, 0.69% hits;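 active = primary screen inhibition at 20 µM above a set limit, cut at about 50% in these data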;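 also: plate controls were DMSO with full reaction for no effect and wells lacking NADH for full effect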
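Benchmarks: positive control wells lacking NADH, neutral wells with DMSO only. System: bacterial diaphorase enzyme (C. kluyveri). Input: 0.14 U/mL diaphorase, enzyme working solution. Detection: resorufin fluorescence, excitation 544 nm, emission 590 nm. Times: 16-min room-temperature incubation before reading.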
PMI act: phosphomannose isomerase (human) activation. 190,000 compounds, 0.005% hits. AID 1214. P34949. activation factor at 20 µM. purified human PMI, coupled resazurin fluorescence, 20 min; active compounds read high; 1 = vehicle control, 0 substrate-free wells;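 active = activation factor of 2 or more at 20 µM, relative to plate controls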
Diaphorase act: activates diaphorase or chemically reduces, flagging diaphorase assay artifacts; 190,000 compounds, 0.005% hits; activation factor at 20 µM; Diaphorase/resazurin coupled assay, resorufin fluorescence, 16 min; active compounds read high; 1 = vehicle wells, 0 = NADH-free wells;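 active = diaphorase activity raised at least twofold by the compound at 20 µM; inactive = activation factor below 2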
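Assay system: bacterial diaphorase enzyme (C. kluyveri) / Input: enzyme 0.07 U/mL final / Medium: 50 mM HEPES pH 7.4 with 4.542 mM MgCl2, 0.005% Tween 20 / Doses: single compound dose of 20 µM, 1% DMSO final / Incubation: 16 min enzyme reaction, ambient temperature / Signal: fluorescence, excitation 544 nm and emission 590 nm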
TR-FRET SRC-2 ct: counter-screen for PPARgamma SRC-2 recruitment agonists: TR-FRET artefact. 200,000 compounds, 0.4% hits. TR-FRET ratio at 8 µM. active compounds read high; in the data active = TR-FRET ratio above about 2000; also: inactives centre near 1500
S1P3 antagonist: blocks the human S1P3 receptor. Q99500. CHO S1P3 NFAT-BLA reporter, FRET fluorescence, antagonist mode. inhibition, % at 4.98 µM. 170,000 compounds, 0.27% hits. AID 485;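 active = inhibition above the plate cutoff, the mean inhibition of test wells on that plate plus 3 SD, cut at about 28% in these data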;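 also: cells challenged with S1P at its EC80 of 0.8 µM; blue over green emission ratio from cleaved BLA substrate after 4 h stimulation; 0% = S1P-stimulated wells and 100% = unstimulated DMSO-only wells; some compounds past the cut are filed as inactive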
Target sequence (Q99500 whole entry, looked up): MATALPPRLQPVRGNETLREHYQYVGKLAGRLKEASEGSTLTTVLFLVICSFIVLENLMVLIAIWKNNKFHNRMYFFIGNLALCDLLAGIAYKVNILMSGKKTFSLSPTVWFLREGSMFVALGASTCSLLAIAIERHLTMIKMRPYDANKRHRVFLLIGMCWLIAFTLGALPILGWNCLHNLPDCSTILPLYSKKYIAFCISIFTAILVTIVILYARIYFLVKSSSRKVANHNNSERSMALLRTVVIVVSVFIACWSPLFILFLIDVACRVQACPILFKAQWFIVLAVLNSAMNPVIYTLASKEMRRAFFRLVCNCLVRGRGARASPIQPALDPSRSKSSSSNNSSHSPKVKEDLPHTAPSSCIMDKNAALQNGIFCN
The depositor's hits bear a star; · = no result given.

Values run as follows: ROMK primary	PPARg SRC3 recr	PPARg SRC-2 ag	PMI act satM6P	G6PDH CS	PPARg SRC-1 ag	Diaphorase inh	PMI act	Diaphorase act	TR-FRET SRC-2 ct	S1P3 antagonist
[1] O=C(NCCN1CCOCC1)c1cc(-c2ccccc2)on1
  0.31	-6	-11	0.9	7	-1	19	0.9	0.8	1379	4
[2] COc1ccc(/C=C/C(=O)Nc2ccccc2)cc1OC
  0.052	0	-3	1	-8	-7	9	0.9	0.9	1366	2
[3] Cc1cc(-c2n[nH]c(=S)n2/N=C/c2cccc([N+](=O)[O-])c2)n[nH]1
  -0.035	-4	-2	1	-2	-5	62*	0.9	0.4	1457	9
[4] CN(C)c1ccc(CC(=O)c2nc3ccccc3s2)cc1
  ·	4	5	1.3	17	2	24	1.1	0.8	1609	-11
[5] Cc1ccc(C)c(NC(=O)C2CC3c4ccccc4C2c2ccccc23)c1 (stereo not given)
  0.0023	11	6	1.1	4	1	2	1.1	1	1490	·
[6] Clc1ccc2scc(CN3CCCCC3)c2c1
  -0.65	3	0	1.1	-1	6	11	1.1	0.9	1481	-16
[7] O=C(Nc1ccc(Oc2ccccc2)cc1)c1ccc(Cn2c(=O)[nH]c3ccsc3c2=O)cc1
  -0.2	4	5	1	9	-1	4	1	1	1383	-9
[8] COC(=O)c1ccc(CSc2nnc(Nc3ccc(OC)cc3)s2)o1
  ·	-8	3	1	-2	-4	22	1	0.8	1517	·
[9] CCN(Cc1ccccc1)C(=O)COC(=O)c1cnc(C)cn1
  -0.63	2	1	1	9	-1	-4	1.2	1	1502	11
[10] O=C(NC1CCCCCC1)C1c2ccccc2C(=O)N1Cc1ccco1 (stereo not given)
  ·	0	9	0.9	-2	8	10	1	0.9	1580	-2
[11] CCOc1ncccc1C(=O)Nc1ccc(F)c(Cl)c1
  -1.3	4	0	1	-1	3	8	1	0.9	1797	15
[12] O=C(CN(Cc1ccco1)C(=O)Cn1nnc(-c2cccs2)n1)NCc1ccccc1
  ·	-4	2	1	6	3	14	1	0.9	1526	-14
[13] CC(C)CCC(C(=O)O)C(C)CC(=O)NC1CCCCC1 (stereo not given)
  ·	4	4	1	-4	3	7	0.9	0.9	1434	4
[14] COC(=O)c1cnn(-c2ccc(C)c(C)c2)c1-n1cccc1
  ·	1	8	1	4	6	13	1	0.9	1747	2
[15] CCOCCCn1c(=NC(=O)c2ccc(OC)c(OC)c2)c(C#N)cc2c(=O)n3cccc(C)c3nc21
  0.81	5	7	1	2	0	19	0.9	0.8	1629	·
[16] O=C(Cc1ccccc1)NCc1n[nH]c(=S)n1-c1ccccc1
  ·	-2	-4	1.1	12	-7	6	1.1	0.9	1751	-10
[17] N#Cc1sc2nc(C3CC3)cc(-c3ccc(Cl)cc3)c2c1N
  0.36	6	16	0.9	10	10	24	0.8	0.8	1740	12
[18] O=C(NNC1CC(c2ccccc2)=NN1C(=O)c1ccccc1)c1ccccc1 (stereo not given)
  -1	-3	-8	0.9	10	-7	18	1	0.8	1522	-18
[19] Cc1cc(C)n(CCn2nc(C)cc2C)n1
  ·	-7	13	1	6	4	9	1	0.9	1588	0
[20] NC(=O)c1cc2cc(Cc3ccccc3Cl)ccc2oc1=O
  -0.71	5	6	1.1	-3	1	2	1	1	1605	-1
[21] O=C(O)CCCC(=O)Nc1cccc(-c2nc3ccccc3[nH]2)c1
  ·	-11	-3	0.9	1	-4	24	0.9	0.8	1376	24
[22] C#CCOCCOCCOCCNc1nc(N2CCOCC2)nc(N2CCN(C(=O)[C@H]([C@@H](C)CC)n3cc(CCCCN)nn3)CC2)n1
  -1.2	-1	-3	1.2	10	-4	11	1.3	0.9	1500	3
[23] O=[N+]([O-])c1ccc(-n2cccc2/C=N/Nc2nc(N3CCCCC3)nc(N3CCCCC3)n2)cc1
  0.37	4	0	·	2	-2	·	·	·	1645	-9
[24] CNCC/C=C1/c2ccccc2CSc2ccccc21
  -4.9*	12	8	0.9	3	0	17	0.9	0.8	1654	·
[25] NNC(=O)CSc1ncc(-c2ccccc2)[nH]1
  0.22	3	2	0.9	3	8	8	1	0.9	1682	-9
[26] O=C(Cn1cc(C(F)(F)F)ccc1=O)N/N=C/c1ccccc1
  -0.88	1	-1	1	0	3	9	1	0.9	1536	6
[27] CC(C)(C)NC(=O)c1ccc(COCC(F)(F)F)o1
  ·	-5	-1	1	1	-7	14	0.9	0.9	1496	-12
[28] CC(C)c1ccc(C2=NN(c3ccccc3)C(=O)CC2)cc1
  ·	6	-2	1	12	0	3	0.9	1	1513	13
[29] CCc1nc2cc3sc(CC)nc3cc2s1
  1.1	0	2	1	4	-1	1	1	1	1764	-1
[30] CC(=O)N/C(=C/c1ccc(Cl)cc1)C(=O)NCCc1c[nH]c2ccccc12
  -0.14	1	0	1	-1	-1	27	1	0.7	1625	·
[31] Cc1nc2sccn2c1-c1csc(NCc2ccccc2)n1
  -0.0066	7	2	0.7	14	13	16	1.1	0.8	1689	32
[32] CCCCC(=O)Nc1ccc(NC(=O)C(C)C)cn1
  0.69	7	-2	1	4	0	2	1	1	1761	11
[33] O=C(CN1C(=O)S/C(=C/c2ccncc2)C1=O)N1CCOCC1
  -0.74	-1	0	1.1	-2	12	4	1.1	1	1377	4
[34] CC(=O)[C@H]1CC[C@H]2[C@@H]3CCC4=CC(=O)CC[C@]4(C)[C@H]3[C@H](O)C[C@]12C
  -0.39	1	9	1	18	6	9	1	0.9	1554	-20
[35] COc1ccc(CC(=O)OCC(=O)Nc2ncc(Cl)cc2Cl)cc1
  -0.34	1	0	0.9	-1	4	18	1	0.8	1556	25
[36] CN(C)c1ccc(C(=O)NCC2CCCO2)cc1 (stereo not given)
  ·	-7	2	1	4	1	13	1	0.9	1456	·
[37] Cc1cc(C)n2nc(C(=O)N/N=C/c3c4ccccc4cc4ccccc34)nc2n1
  ·	0	-1	1	-23	8	28	0.9	0.7	1520	-3
[38] COc1ccc(O)c(C(=O)c2cc(C(=O)NCCc3ccccc3)c(=O)n(CCc3ccccc3)c2)c1
  -1.4	5	10	0.9	2	-2	14	0.9	0.9	1550	-8
[39] COc1ccc(-c2csc(NC(=O)COC(=O)c3ccc(Br)o3)n2)cc1
  ·	-1	13	1.1	-5	-4	-1	1	1	1564	-18
[40] COc1cc(OC)cc(C(=O)N2CCN(C(=O)Cc3ccccc3)CC2)c1
  -0.12	-2	0	1.1	8	-1	0	1	1	1465	1
[41] Cc1ccc(C2Nc3cccc4cccc(c34)N2)s1
  ·	4	2	0.9	-10	8	26	1.1	0.7	1504	-1
[42] O=c1[nH][nH]cc1C=Nc1ccc(Oc2ccccc2)cc1
  -1.5	3	5	1	2	2	11	1.1	0.9	1531	-8
[43] COC(=O)CSc1nnc(CNc2ccc(OC)cc2)n1C
  0.53	9	6	0.9	5	8	0	1	1	1575	-50
[44] C/C(=N\NC(=O)c1ccccc1)c1ccccc1Br
  -0.4	1	0	1	10	4	12	1	0.9	1593	-11
[45] CCN(CC)S(=O)(=O)c1ccc(S(=O)(=O)Nc2ccc(C(=O)N3CCCC3)cc2)cc1
  -0.099	2	3	0.9	1	5	7	0.9	0.9	1488	-44
[46] Cc1ccc(NC(=O)CN(C)C(=O)Cn2ncc(Cl)c(Cl)c2=O)cc1
  ·	0	-5	1.1	-15	-4	-6	1.1	1.1	1618	5
[47] Cc1ccc(-n2nc(C(=O)N3CCN(C)CC3)c3c4ccccc4n(C)c3c2=O)cc1
  0.0082	-4	9	·	·	-1	·	·	·	1637	2
[48] Nc1nnc(-c2ccc(F)cc2)s1
  1.3	-8	1	0.9	-3	-7	13	1	0.9	1571	22
[49] COc1ccc(OC)c(NC(=O)c2cc(-c3cc(Cl)ccc3O)n[nH]2)c1
  0.51	6	-6	1	7	0	8	1	0.9	1368	-19
[50] CCn1cnc2cc(NCc3ccc(OC)cc3)ccc21
  ·	-2	4	1	0	6	15	0.9	0.8	1582	·
[51] COc1cc2c(cc1OC)-c1cc(OCc3cccnc3)nc(=O)n1CC2
  ·	-3	1	0.9	-28	0	6	0.9	0.9	1483	-10
[52] CC1=C(C#N)C(c2cccnc2)C2=C(CCCC2=O)N1 (stereo not given)
  ·	-12	1	0.9	5	-5	9	1	0.9	1378	·
[53] Cc1nc2ccc(NC(=O)Cc3ccc4c(c3)OCCO4)cc2s1
  ·	0	-6	1	-2	-6	9	0.9	0.9	1513	-16

Records listed above that bear a hit mark in Diaphorase inh.
entry	mol	ROMK primary	PPARg SRC3 recr	PPARg SRC-2 ag	PMI act satM6P	G6PDH CS	PPARg SRC-1 ag	Diaphorase inh	PMI act	Diaphorase act	S1P3 antagonist
3	Cc1cc(-c2n[nH]c(=S)n2/N=C/c2cccc([N+](=O)[O-])c2)n[nH]1	-0.035	-4	-2	1	-2	-5	62*	0.9	0.4	9

Rows are unselected; overall some 3.3% were active at least once.
